Compound activity from PubChem BioAssay.
S1P4 ag – S1P4 receptor agonists, primary screen, cell-based. Sphingosine 1-phosphate receptor 4 (Homo sapiens), O95977. S1P4-expressing cell line, agonist reporter assay. activation, % at 4.98 µM. actives 0.35% (n = 220,000). AID 1509, 2009; in the data active means activation above about 11%;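 further: 0% = DMSO vehicle and 100% = reference agonist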
Target sequence (O95977 whole entry, looked up): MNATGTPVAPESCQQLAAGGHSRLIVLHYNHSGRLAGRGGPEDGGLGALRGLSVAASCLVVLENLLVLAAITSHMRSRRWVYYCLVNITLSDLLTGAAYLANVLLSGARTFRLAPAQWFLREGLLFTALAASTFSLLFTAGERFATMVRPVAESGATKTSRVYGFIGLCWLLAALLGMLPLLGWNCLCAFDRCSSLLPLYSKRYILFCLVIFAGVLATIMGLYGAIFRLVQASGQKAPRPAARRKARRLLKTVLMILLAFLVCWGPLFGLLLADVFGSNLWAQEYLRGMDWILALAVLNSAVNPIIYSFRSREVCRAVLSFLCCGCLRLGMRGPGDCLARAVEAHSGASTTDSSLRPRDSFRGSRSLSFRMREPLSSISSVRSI
NPY1 pot ag – NPY-Y1 receptor potentiators or agonists, primary screen, cell-based; actives 0.37% (n = 220,000); activation, % at 3.6 µM; NPY-Y1 expressing cells, potentiator/agonist activation; in the data active means activation above about 33%, passing the limit was not always enough;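 further: cells stimulated with NPY at EC10 then isoproterenol at EC100; 0% = low agonist plus stimulus and 100% = saturating agonist plus stimulus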
Target sequence (P25929 whole entry, looked up): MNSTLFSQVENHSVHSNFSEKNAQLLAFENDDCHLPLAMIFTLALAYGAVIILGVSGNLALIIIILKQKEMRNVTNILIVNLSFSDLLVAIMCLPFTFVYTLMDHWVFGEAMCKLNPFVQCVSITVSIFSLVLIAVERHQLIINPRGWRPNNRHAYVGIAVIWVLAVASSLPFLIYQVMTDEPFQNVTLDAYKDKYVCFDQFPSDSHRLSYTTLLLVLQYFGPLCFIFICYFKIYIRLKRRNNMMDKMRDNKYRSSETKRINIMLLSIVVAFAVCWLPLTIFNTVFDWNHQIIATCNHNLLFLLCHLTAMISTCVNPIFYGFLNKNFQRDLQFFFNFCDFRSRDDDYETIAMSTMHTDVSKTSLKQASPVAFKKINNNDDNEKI
NPY Y1 blocker – NPY-Y1 receptor antagonists, primary screen, cell-based; HEK293-CNG Y1 cells, membrane potential fluorescence; NPY at EC95, then isoproterenol; AID 1040, 2008; actives 1% (n = 200,000); inhibition, % at 3.6 µM;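 active means inhibition above the campaign mean inhibition of all tested compounds plus 3 SD, cut at about 20% in these data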;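 further: 0% = DMSO wells given NPY plus isoproterenol and 100% = isoproterenol alone without NPY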
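Material: Y1- and CNG-channel-expressing HEK293 cells / Probe or stimulus: NPY 25 nM then isoproterenol 1 µM plus Ro 20-1724 25 µM / Doses: 3.6 µM single dose, DMSO 0.4% / Schedule: compound incubation 1 h at room temperature, readout 45 min post-stimulation / Signal: membrane potential fluorescence / Benchmarks: isoproterenol-only wells as full block versus NPY-plus-isoproterenol wells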
Runt-CBFb FRET – inhibitors of RUNX1 Runt–CBFb binding, primary screen, biochemical, FRET, Cerulean-Runt, Venus-CBFb, uHTS. actives 0.46% (n = 220,000). AID 1496, 2009. inhibition, % at 20 µM. Cerulean-Runt/Venus-CBFb FRET ratio 530/480, 1 h;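 active means inhibition over about 50% at 20 µM in the single-dose screen, limit read from the data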;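 further: 0% = DMSO wells and 100% = excess unlabeled CBFb competitor control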
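Assay system: Cerulean-Runt domain / Medium: Tris 50 mM pH 7.5, KCl, K2SO4, 0.01% BSA / Timing: protein complex preformed 1 h, compound exposure 1 h, room temperature, dark / Measured by: FRET, excitation 422 nm, emission at 530 and 480 nm / Evaluation: loss of energy transfer signal / Control set: 5 µM unlabeled CBFb as full-inhibition high control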
S1P4 antag – S1P4 receptor antagonists, primary screen, cell-based. Sphingosine 1-phosphate receptor 4 (Homo sapiens), O95977. S1P4-expressing cells, antagonist mode, reporter read-out. inhibition, % at 4.98 µM. actives 0.26% (n = 220,000). AID 1510, 2009; in the data active means inhibition above about 29%;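 further: 0% = wells stimulated with agonist and 100% = vehicle wells without agonist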
NPY2 pot ag – NPY-Y2 potentiators or agonists, primary screen, cell-based; Neuropeptide Y receptor type 2 (Homo sapiens), P49146; cells expressing NPY-Y2, potentiator/agonist read-out; activation, % at 3.6 µM; actives 0.45% (n = 220,000); AID 1359, 2008; in the data active means activation above about 27%;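 further: cells stimulated with NPY near EC25 plus isoproterenol at EC100; 0% = vehicle plus submaximal agonist and 100% = vehicle plus saturating agonist; some results beyond the cut were filed as inactive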
Ba/F3 V617F tox – reduced viability of JAK2V617F-dependent Ba/F3 cells, primary screen, JAK2V617F inhibitor project, cell-based, Ba/F3 EpoR-JAK2V617F, luminescence. actives 1.1% (n = 220,000). AID 1446, 2008. ATP luminescence. inhibition, % at 5.6 µM;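 active means inhibition above the campaign mean plus 3 SD over all tested compounds, cut at about 24% in these data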;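 further: cytokine-independent growth of Ba/F3 cells driven by EpoR plus mutant JAK2; 0% = DMSO-treated cells and 100% = JAK inhibitor I control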
RBBP9 inh – human RBBP9 inhibitors, primary screen, biochemical, fluorescence polarization, FP-Rh probe, HTS; Serine hydrolase RBBP9 (Homo sapiens), O75884; recombinant RBBP9; inhibition, % at 7.94 µM; actives 0.2% (n = 220,000);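 active means inhibition above the campaign mean of all tested compounds plus 3 SD, cut at about 14% in these data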;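 further: plate controls were DMSO wells with RBBP9 for no effect and wells lacking RBBP9 protein for full effect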
Target sequence (O75884 whole entry, looked up): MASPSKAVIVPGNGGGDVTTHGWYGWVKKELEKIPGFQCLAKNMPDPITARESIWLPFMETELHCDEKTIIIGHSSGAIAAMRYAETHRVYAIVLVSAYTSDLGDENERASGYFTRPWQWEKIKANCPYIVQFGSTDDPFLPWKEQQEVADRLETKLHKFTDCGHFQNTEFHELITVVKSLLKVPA
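Test system: recombinant human RBBP9; Timing: 30 min then 45 min, 25 °C; Detection: fluorescence polarization; Control set: RBBP9 with DMSO as uninhibited control, no-protein wells as full inhibition; Compound dosing: one concentration, 7.94 µM nominal, 0.794% DMSO; Probe or stimulus: FP-Rh activity-based probe, 375 nM before mixing.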
BaF3 tox – parental Ba/F3 cell viability inhibition, counter-screen for JAK2V617F inhibitor project, murine pro-B, CellTiter-Glo luminescence | AID 1486, 2009 | CellTiter-Glo ATP luminescence | actives 1.1% (n = 220,000) | inhibition, % at 5.6 µM;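 active means inhibition above a per-campaign cutoff, the mean inhibition of all tested compounds plus 3 SD, cut at about 27% in these data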;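 further: 0% = DMSO wells and 100% = JAK Inhibitor I control wells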
Numbers without * were called inactive; . = no result given.

The first 5 entries, ahead of the listing:
1) COCCOC(=O)C1=C(N)Oc2c(oc(CO)cc2=O)C1c1ccccc1F (centres undefined)
2) COc1cc(/C=C2\C(=O)N(CCC#N)N=C2C)c(Br)cc1OC(C)C
3) NNC(=O)c1ccc(CN2C(=O)c3cccc4cccc2c34)cc1
4) COc1ccc(S(=O)(=O)N(CC(=O)NCc2cccnc2)c2ccc(F)cc2)cc1OC
5) CCOc1ccc(-c2ccc(SCC(=O)Nc3nnc(C)s3)nn2)cc1

Compound	1	2	3	4	5
S1P4 ag	-0.2	-1.8	-0.2	0.3	0.3
NPY1 pot ag	6	-4	8	-15	-1
NPY Y1 blocker	-1	1	-2	4	1
Runt-CBFb FRET	2	1	-4	2	-4
S1P4 antag	-2	1	-2	-12	-9
NPY2 pot ag	11	16	-2	-3	-2
Ba/F3 V617F tox	-2	0	-1	4	-4
RBBP9 inh	0	-2	-5	-1	3
BaF3 tox	-2	4	1	5	2

The list itself, from the start:
1) COCCOC(=O)C1=C(N)Oc2c(oc(CO)cc2=O)C1c1ccccc1F (centres undefined)
2) COc1cc(/C=C2\C(=O)N(CCC#N)N=C2C)c(Br)cc1OC(C)C
3) NNC(=O)c1ccc(CN2C(=O)c3cccc4cccc2c34)cc1
4) COc1ccc(S(=O)(=O)N(CC(=O)NCc2cccnc2)c2ccc(F)cc2)cc1OC
5) CCOc1ccc(-c2ccc(SCC(=O)Nc3nnc(C)s3)nn2)cc1
6) COc1ccc(C(C)C)cc1S(=O)(=O)Nc1ccc(Cl)cn1
7) CCNS(=O)(=O)c1ccc(NC(=O)Cc2ccc(F)cc2)cc1
8) Cc1nn(-c2ccccc2)c(C)c1C(=O)OCC(N)=O

Compound	1	2	3	4	5	6	7	8
S1P4 ag	-0.2	-1.8	-0.2	0.3	0.3	-2.0	0.1	0.7
NPY1 pot ag	6	-4	8	-15	-1	20	-6	12
NPY Y1 blocker	-1	1	-2	4	1	3	-4	6
Runt-CBFb FRET	2	1	-4	2	-4	-2	-1	1
S1P4 antag	-2	1	-2	-12	-9	-4	-22	-12
NPY2 pot ag	11	16	-2	-3	-2	-20	10	5
Ba/F3 V617F tox	-2	0	-1	4	-4	1	-2	-3
RBBP9 inh	0	-2	-5	-1	3	-7	-5	-9
BaF3 tox	-2	4	1	5	2	5	1	1

9) Cc1nn(C)c(C)c1NC(=O)c1ccc(S(=O)(=O)N(C)C)cc1
10) CC(C)(C)C(=O)Nc1cc(NC(=O)C(C)(C)C)cc(C(=O)Nc2cc(C(=O)O)cc(C(=O)O)c2)c1
11) COc1cc2c(cc1OC)C1=C(C#N)CC/C(=N\S(=O)(=O)c3ccccc3)N1CC2
12) Cc1noc(C)c1S(=O)(=O)N1CCC(C(=O)NCCC2=CCCCC2)CC1
13) O=C(O)c1ccc(N(c2ccccc2)c2ccccc2)cc1
14) C=CCNc1ccc(C(=O)O)cc1
15) COC(=O)c1c(C)oc2ccc(OC(=O)c3cccs3)cc12
16) CCC(=O)N(Cc1ccco1)c1nc(-c2cc(OC)ccc2OC)cs1

Compound	9	10	11	12	13	14	15	16
S1P4 ag	-1.5	-2.5	0.5	-3.5	1.9	0.9	0.9	0.1
NPY1 pot ag	17	5	-16	14	-40	0	-4	5
NPY Y1 blocker	3	-2	2	3	27*	2	-1	5
Runt-CBFb FRET	-1	2	2	-1	-4	3	-1	0
S1P4 antag	-1	-11	-7	-15	-12	-8	2	-4
NPY2 pot ag	5	-7	-23	10	-37	4	10	0
Ba/F3 V617F tox	0	-5	4	-3	-1	-2	1	-3
RBBP9 inh	-3	-3	-5	-4	-9	-7	-9	-9
BaF3 tox	9	2	10	4	3	5	4	-1

17) O=C1CN(C(=O)c2cc([N+](=O)[O-])ccc2Cl)C(c2ccc(F)cc2)c2cc(F)ccc2N1 (centres undefined)
18) O=C1CCC(c2ccccc2)=NN1
19) COc1ccccc1C1=Nc2cccc3cccc(c23)N1
20) Cc1cc(NC(=O)Cn2ccc([N+](=O)[O-])n2)no1
21) CCCN(CCC)C(=O)Cn1c(=O)n(CCCCCC(=O)Nc2ccccc2)c(=O)c2sccc21
22) COc1ccccc1NCCC(=O)OCC(=O)NCc1ccco1
23) COc1ccccc1N=CC1=C(O)CC(c2ccccc2)CC1=O (centres undefined)
24) Cc1ccc(/C=N/NC(=O)C(C)NC(=O)c2ccccc2)cc1 (centres undefined)

Compound	17	18	19	20	21	22	23	24
S1P4 ag	0.1	-3.0	-1.5	0.8	0.8	0.4	3.0	-0.6
NPY1 pot ag	13	6	9	2	-2	5	-41	-10
NPY Y1 blocker	-3	-3	-7	0	8	0	5	-1
Runt-CBFb FRET	-2	0	-6	2	0	4	-2	.
S1P4 antag	-21	-4	-3	2	-12	4	-21	-18
NPY2 pot ag	11	-16	9	1	-3	4	-9	3
Ba/F3 V617F tox	2	-3	5	1	1	0	1	-2
RBBP9 inh	-5	3	10	-4	-1	-10	-10	0
BaF3 tox	8	-1	-1	0	8	2	6	4

Values by screen from the list.
NPY Y1 blocker, compounds 15–24: -1, 5, -3, -3, -7, 0, 8, 0, 5, -1

The list goes on.
25) CCOc1ncccc1C(=O)OCC(=O)c1ccccc1
26) O=C(NCc1ccccc1)c1cc2nc(C3CC3)cc(C(F)(F)F)n2n1
27) COc1ccccc1C(=O)NCc1ccccc1
28) O=C(Nc1ccc([N+](=O)[O-])cc1)Nc1ccc2[nH]c(=O)[nH]c2c1
29) CC1=C/C(=C\c2ccc3c(c2)OCO3)C(=O)S1
30) O=C(NC1CCCC1)C(c1ccccc1)N(C(=O)c1ccno1)c1ccccc1 (centres undefined)
31) CSC1=NCCN1C(=O)c1c(-c2c(F)cccc2Cl)noc1C
32) O=C1Oc2ccccc2C(=O)/C1=C\N1CCN(c2ccccc2)CC1

Compound	25	26	27	28	29	30	31	32
S1P4 ag	-1.7	1.1	1.7	-1.2	0.5	-2.7	0.6	-1.7
NPY1 pot ag	6	0	-29	-6	10	-9	20	-2
NPY Y1 blocker	2	7	0	-1	-2	10	.	2
Runt-CBFb FRET	0	-2	0	1	0	-2	1	-1
S1P4 antag	-6	-12	-24	-2	-2	15	0	-12
NPY2 pot ag	13	-7	-7	12	6	-8	3	16
Ba/F3 V617F tox	0	-2	0	0	2	0	-1	-2
RBBP9 inh	-6	-8	-5	-4	-14	5	-1	-5
BaF3 tox	2	4	3	3	-1	-2	-1	-1

33) COc1ccc(NC(=O)CNc2cc(S(=O)(=O)N3CCOCC3)ccc2NCC2CCCO2)cc1 (centres undefined)
34) Cc1ccc(CNC(=O)C(Cc2ccccc2)NS(=O)(=O)c2ccc3c(c2)CCC(=O)N3)cc1 (centres undefined)
35) COc1ccc(Cl)cc1C(=O)NNC(=O)CN1C(=O)C2CC=CCC2C1=O (centres undefined)
36) COc1ccccc1/C=C/C=N/n1c(-c2n[nH]c3c2CCC3)n[nH]c1=S
37) CCOC(=O)c1ccc(NC(=O)N(CC)CC)cc1
38) COc1ccccc1CC(NC(C)=O)C(=O)NC1CCN(c2nnnn2-c2ccccc2)CC1 (centres undefined)
39) Cc1ccc(Nc2nc(N)nc(CN3CCN(Cc4ccc5c(c4)OCO5)CC3)n2)c(C)c1
40) CSc1ncc(-c2ccccc2)cn1

Compound	33	34	35	36	37	38	39	40
S1P4 ag	1.6	-2.7	1.0	2.4	1.2	-0.6	0.7	1.1
NPY1 pot ag	12	-6	9	-4	-1	-6	-1	13
NPY Y1 blocker	3	1	0	.	-5	3	0	3
Runt-CBFb FRET	0	-5	-1	13	-1	3	0	1
S1P4 antag	-6	-10	-17	-4	-33	5	1	-8
NPY2 pot ag	7	-5	1	9	-6	1	13	15
Ba/F3 V617F tox	4	3	-2	3	2	4	-4	2
RBBP9 inh	-6	-5	-11	-13	-4	-6	-7	-9
BaF3 tox	8	9	3	6	7	7	0	7

41) Cc1nc2sc3c(c2c2nc(-c4ccco4)nn12)CCCC3
42) CCn1c(SCC(=O)c2ccc3c(c2)Cc2ccccc2-3)nnc1-c1ccc(N)cc1
43) O=C(CSc1ccc(-c2ccccc2)nn1)NCc1ccco1
44) OCCCCNCc1cc(Br)ccc1OCc1ccccc1F
45) O=C(O)c1ccc(-c2ccco2)n1Cc1ccccc1
46) NS(=O)(=O)c1ccc(NC(=O)CN2C(=O)C3C4C=CC(C4)C3C2=O)cc1 (centres undefined)
47) O=C(CSc1nnc2ccccn12)NC(=O)NC1CCCC1
48) Nc1ccc(Br)c2c1C(=O)c1ccccc1C2=O

Compound	41	42	43	44	45	46	47	48
S1P4 ag	0.7	-1.2	-0.4	2.3	-1.9	-0.5	-1.1	0.2
NPY1 pot ag	-3	-8	-8	-22	-12	-12	1	34
NPY Y1 blocker	4	3	-1	11	16	1	2	-8
Runt-CBFb FRET	2	-4	3	0	12	1	0	12
S1P4 antag	-14	7	-7	-5	-3	-16	-4	-24
NPY2 pot ag	12	12	4	-33	0	-9	2	32
Ba/F3 V617F tox	0	-2	-3	2	-3	2	-2	1
RBBP9 inh	-7	-16	5	3	-6	2	3	-5
BaF3 tox	2	0	0	4	1	3	14	3

49) Cc1nc2ccccc2c2c1C(=O)N(C1CCCCCCC1)C2=O
50) O=C(C[n+]1cccc(CNC(=O)c2ccc(OC(F)F)cc2)c1)Nc1ccc(SC(F)F)cc1
51) CC(C)Nc1nc(NC(C)C)nc(N(C)N)n1
52) COc1cccc(NC(=O)CN(c2ccc([N+](=O)[O-])cc2)S(=O)(=O)c2ccccc2)c1
53) CC(=O)c1c(C)nn(C(C)CC(=O)O)c1C (centres undefined)
54) COc1cc(NC(=S)NCCCN(C)C)c(OC)cc1NC(=O)c1ccco1
55) CC1CCc2c(sc3nn[nH]c(=O)c23)C1 (centres undefined)

Compound	49	50	51	52	53	54	55
S1P4 ag	-0.7	1.0	-2.3	0.4	-1.5	-0.6	-0.2
NPY1 pot ag	-3	2	10	-15	-12	-8	-1
NPY Y1 blocker	5	3	-2	15	3	.	2
Runt-CBFb FRET	4	0	2	1	-3	-2	-2
S1P4 antag	-8	-13	16	9	3	5	-13
NPY2 pot ag	10	3	-17	2	-1	-13	1
Ba/F3 V617F tox	0	4	-3	3	-3	-1	0
RBBP9 inh	-8	-7	2	-11	4	1	-4
BaF3 tox	4	7	-1	5	2	-1	-1
